High-throughput results (PubChem)
aSyn 5UTR inh: 5' untranslated region of α-synuclein, MLPCN primary screen. alpha-synuclein 5'UTR reporter, inhibitor activity. inhibition, % (tested at 7.5 µM). 300,000 compounds, 0.82% hits; in the data active = inhibition above about 60%;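 also: H4 neuroglioblastoma cells stably carrying SNCA 5'UTR luciferase fusion; 0% = DMSO wells and 100% = positive control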
MrgX1 antagonist: human MrgX1 receptor antagonism, primary screen; Q96LB2; MRGX1-HEK293 calcium flux, Fluo-4, BAM8-22 antagonism; active compounds read low; B-score at 10 µM; 310,000 compounds, 1.3% hits; AID 588676;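 active = calcium-response B-score plate-corrected more than 3 library SD below zero, starting fluorescence within 5 deviations, no agonist response on first addition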;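 also: peak minus trough fluorescence over baseline after final BAM8-22 challenge near maximal dose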
IEC-6 tox: kills IEC-6 intestinal cells in KLF5 counter-screen. IEC-6 cytotoxicity, luminescence viability. inhibition, % at 5 µM. 290,000 compounds, 0.78% hits; in the data active = inhibition above about 22%;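 also: 0% = plate median of test compound wells and 100% = cytotoxic reference compound wells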
KLF5 inhibitor: kruppel-like factor 5 inhibition; DLD-1 KLF5 promoter-luciferase reporter, luminescence; inhibition, % at 5 µM; 290,000 compounds, 0.23% hits; AID 1700;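 active = inhibition above a per-plate limit of that plate's mean compound inhibition plus 3 SD, cut at about 60% in these data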;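 also: 0% = DMSO wells and 100% = LY294002 at 200 µM; higher means less KLF5 promoter-driven luciferase light; inactives centre near -14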
TRPC4 PAM: TRPC4 (mouse) allosteric potentiation; AID 2227; 310,000 compounds, 0.42% hits; HEK293 TRPC4beta/mu-opioid, DAMGO EC20, Fluo-4 Ca2+ flux; active compounds read high; B-score at 10 µM; Q9QUQ5;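 active = B-score of calcium response area above 5 SD of library B-scores, with initial fluorescence ratio within 5 SD of library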;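 also: B-score of integrated fluorescence ratio over time as area under calcium response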
Target sequence (Q9QUQ5 whole entry, looked up): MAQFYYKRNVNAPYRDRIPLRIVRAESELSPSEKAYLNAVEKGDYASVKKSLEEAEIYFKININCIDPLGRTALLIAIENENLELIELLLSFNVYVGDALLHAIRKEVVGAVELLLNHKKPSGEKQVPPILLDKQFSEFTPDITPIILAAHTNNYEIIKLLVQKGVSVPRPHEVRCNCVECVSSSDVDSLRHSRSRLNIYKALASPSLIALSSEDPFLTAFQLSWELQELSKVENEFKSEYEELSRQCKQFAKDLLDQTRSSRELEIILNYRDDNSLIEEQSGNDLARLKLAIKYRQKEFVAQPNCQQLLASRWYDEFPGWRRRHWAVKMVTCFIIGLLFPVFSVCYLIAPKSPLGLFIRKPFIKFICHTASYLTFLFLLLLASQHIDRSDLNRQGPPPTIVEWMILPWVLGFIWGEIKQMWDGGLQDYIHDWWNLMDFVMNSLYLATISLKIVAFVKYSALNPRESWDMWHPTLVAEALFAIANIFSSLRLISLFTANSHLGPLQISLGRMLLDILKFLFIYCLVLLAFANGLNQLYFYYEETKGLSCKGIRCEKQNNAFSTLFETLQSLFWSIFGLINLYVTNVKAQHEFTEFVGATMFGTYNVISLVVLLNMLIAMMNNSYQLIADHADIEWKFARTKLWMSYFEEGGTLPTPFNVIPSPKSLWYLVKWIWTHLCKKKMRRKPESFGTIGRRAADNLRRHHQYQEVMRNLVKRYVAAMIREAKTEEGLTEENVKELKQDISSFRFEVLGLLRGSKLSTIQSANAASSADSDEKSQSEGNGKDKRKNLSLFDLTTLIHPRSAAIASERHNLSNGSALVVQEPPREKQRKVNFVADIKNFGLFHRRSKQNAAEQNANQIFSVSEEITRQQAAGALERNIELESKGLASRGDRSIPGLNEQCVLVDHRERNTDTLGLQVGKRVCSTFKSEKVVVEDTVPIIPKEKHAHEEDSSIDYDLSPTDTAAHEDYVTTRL
TRPC6 act: activates the mouse TRPC6 cation channel; Q61143; 310,000 compounds, 0.13% hits; B-score at 10 µM; HEK293-TRPC6 membrane potential dye fluorescence; active compounds read high;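 active = B-score of the integrated fluorescence ratio above library mean plus 3 SD, and starting fluorescence ratio within library mean plus 5 SD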;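 also: higher score means more depolarization so channel activation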
TRPC4 block: blocks the mouse TRPC4 cation channel | 300,000 compounds, 0.39% hits | Q9QUQ5 | B-score at 10 µM | AID 2247 | HEK293 TRPC4beta/mu-opioid, DAMGO-evoked Fluo4 calcium flux; active compounds read low;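 active = B-score over 3 SD under the library average, no early fluorescence shift, positive overall ratio signal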
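Material: HEK293 cells with stable TRPC4beta plus mu-opioid receptor expression; probe or stimulus: DAMGO in two steps, submaximal then maximal; technique: Fluo4 calcium fluorescence by kinetic imaging, 5 s 1 Hz baseline; measure: integrated fluorescence ratio relative to baseline, converted to per-well B score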
HIF act: HIF pathway transcriptional activation. U2OS HRE-luciferase reporter, luminescence; normalized: DMSO 0%, desferrioxamine 100%. activation, % at 7.5 µM (by protocol). 300,000 compounds, 0.32% hits;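 active = mean activation of at least 10% of the iron chelator positive control signal, with at least half of replicates also reaching 10%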
TRPC6 inhibitor: blocks the mouse TRPC6 cation channel; Q61143; HEK293-TRPC6, membrane potential dye, ACh-evoked depolarization; active compounds read low; B-score at 10 µM; 310,000 compounds, 1.1% hits;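 active = B-score under library mean minus 3 SD, initial fluorescence not abnormally high, positive integrated signal ratio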;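 also: B-score derived from integrated fluorescence ratio over the kinetic read; more negative B-score means stronger inhibition of depolarization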
TRPC4 agonist: TRPC4 (mouse) channel activation. B-score at 10 µM. HEK293 TRPC4beta/mu-opioid, Fluo4 calcium fluorescence; active compounds read high. AID 2237. 310,000 compounds, 0.49% hits. Q9QUQ5;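 active = B-score above 5 SD of library B-scores, and initial fluorescence ratio not above library mean plus 5 SD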;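 also: positive B-score marks a calcium rise read as TRPC4 activation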
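Technique: kinetic Fluo4 calcium fluorescence; Test system: TRPC4beta and mu-opioid receptor HEK293 stable cells; Measure: B-scored integrated calcium fluorescence ratio; Benchmarks: low control buffer alone, high control maximal DAMGO; Schedule: 45 min room-temperature Fluo4 loading, 110 s read.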
SKKanGAS inh: inhibitors of SKKanGAS S. pyogenes growth in kanamycin (SK-promoter or general growth effect). BacTiter-Glo, 6 h. inhibition, % at 7.5 µM. 300,000 compounds, 1.3% hits. AID 1662;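 active = mean replicate score, as percent of positive control median, at least 50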;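 also: strain carries kanamycin resistance gene driven by streptokinase promoter and grows in 40 µg/ml kanamycin; loss of luminescence reflects streptokinase promoter inhibition or plain growth inhibition; 0% = median of DMSO wells and 100% = positive control at its reference dose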
* = called active by the depositor; i = inactive; . = not tested or not shown.

The first two records (preview)
SMILES	aSyn 5UTR inh	MrgX1 antagonist	IEC-6 tox	KLF5 inhibitor	TRPC4 PAM	TRPC6 act	TRPC4 block	HIF act	TRPC6 inhibitor	TRPC4 agonist	SKKanGAS inh
CC(=O)c1ccc(NC(=O)COC(=O)C2C3CC4OC(=O)C2C4C3)cc1 (stereo not drawn)	-2.9	i	-0.4	-9.4	i	i	i	0.0	i	i	-8.8
CCN1CCN(C(c2cccs2)C(C)NC(=O)c2ccccc2F)CC1 (stereo not drawn)	-6.5	i	2.8	-21.3	i	i	.	0.4	i	i	-9.4

The list itself, repeating the preview:
SMILES	aSyn 5UTR inh	MrgX1 antagonist	IEC-6 tox	KLF5 inhibitor	TRPC4 PAM	TRPC6 act	TRPC4 block	HIF act	TRPC6 inhibitor	TRPC4 agonist	SKKanGAS inh
CC(=O)c1ccc(NC(=O)COC(=O)C2C3CC4OC(=O)C2C4C3)cc1 (stereo not drawn)	-2.9	i	-0.4	-9.4	i	i	i	0.0	i	i	-8.8
CCN1CCN(C(c2cccs2)C(C)NC(=O)c2ccccc2F)CC1 (stereo not drawn)	-6.5	i	2.8	-21.3	i	i	.	0.4	i	i	-9.4
COc1ccc(N2C(=O)/C(=C/c3cccnc3)NC2=S)cc1	16.7	i	6.9	-2.8	i	i	i	0.0	i	i	5.0
Cc1ccc([N+](=O)[O-])cc1N1C(=O)CS/C1=N\NC(=O)c1cccnc1	1.8	i	1.8	-11.2	i	i	i	-0.6	i	i	2.0
O=C(CCCOc1ccccc1)NCCc1ccccc1	-8.1	i	0.0	5.6	i	i	i	0.1	i	i	-7.6
O=c1/c(=C\c2ccc(O)cc2)sc2nc(-c3ccccc3)c(-c3ccccc3)n12	1.1	i	5.0	-3.2	i	i	i	-0.2	i	i	-7.5
Cn1c(CNC(=O)CNS(=O)(=O)c2ccc(F)cc2F)cc(=O)n(C)c1=O	4.9	i	-4.8	-16.0	i	i	i	-0.5	i	i	-4.0
COc1ccc(C(=O)OCC2CC(c3ccccc3)=NO2)cc1OC (stereo not drawn)	17.8	i	0.5	-28.0	i	i	i	0.1	-5.07*	i	1.7
Cc1[nH]c(=S)n(CC2CCCO2)c1C (stereo not drawn)	42.0	i	2.4	0.7	i	i	i	-0.4	i	i	-1.8
CCc1cc2c(=O)c(-c3ccc4c(c3)OCO4)coc2c(CN(C)C)c1O	18.0	i	2.9	-22.8	i	i	i	-0.5	i	i	31.4

Entries of single compounds as entered above. Screens in order: aSyn 5UTR inh | MrgX1 antagonist | IEC-6 tox | KLF5 inhibitor | TRPC4 PAM | TRPC6 act | TRPC4 block | HIF act | TRPC6 inhibitor | TRPC4 agonist | SKKanGAS inh
Listed for CCN1CCN(C(c2cccs2)C(C)NC(=O)c2ccccc2F)CC1 (stereo not drawn) → -6.5 | i | 2.8 | -21.3 | i | i | . | 0.4 | i | i | -9.4
Listed for CC(=O)c1ccc(NC(=O)COC(=O)C2C3CC4OC(=O)C2C4C3)cc1 (stereo not drawn) → -2.9 | i | -0.4 | -9.4 | i | i | i | 0.0 | i | i | -8.8
Listed for COc1ccc(C(=O)OCC2CC(c3ccccc3)=NO2)cc1OC (stereo not drawn) → 17.8 | i | 0.5 | -28.0 | i | i | i | 0.1 | -5.07* | i | 1.7
Listed for O=c1/c(=C\c2ccc(O)cc2)sc2nc(-c3ccccc3)c(-c3ccccc3)n12 → 1.1 | i | 5.0 | -3.2 | i | i | i | -0.2 | i | i | -7.5
Listed for Cc1ccc([N+](=O)[O-])cc1N1C(=O)CS/C1=N\NC(=O)c1cccnc1 → 1.8 | i | 1.8 | -11.2 | i | i | i | -0.6 | i | i | 2.0

Remaining list, next part:
SMILES	aSyn 5UTR inh	MrgX1 antagonist	IEC-6 tox	KLF5 inhibitor	TRPC4 PAM	TRPC6 act	TRPC4 block	HIF act	TRPC6 inhibitor	TRPC4 agonist	SKKanGAS inh
O=C1CCCc2c1nc(-c1ccco1)n2O	17.6	i	0.2	-3.8	i	i	i	0.5	i	i	9.5
O=c1c2ccccc2c(=O)n2n1Cc1ccccc1C2	-20.3	i	-4.1	-39.2	i	i	i	1.8	i	i	3.5
CC(C)C(NC(=O)c1ccc(C(C)(C)C)cc1)C(=O)NC1=NCCS1 (stereo not drawn)	-2.5	i	5.2	7.0	i	i	i	-0.3	i	i	3.2
CN(NC(=O)c1ccccc1F)c1ncccc1[N+](=O)[O-]	-4.4	i	-2.3	-3.6	i	i	i	-0.2	i	i	2.0
CCOC(=O)N1CCc2c(sc3ncn(Cc4ccc(F)cc4)c(=O)c23)C1	32.8	i	-8.0	-7.8	i	i	i	-0.5	i	i	0.1
COc1ccc(C(=O)CC(=O)C(=O)Nc2cc(OC)ccc2OC)cc1	-19.1	i	-2.6	-3.7	i	i	i	-3.9	i	i	0.7
O=C(Cc1ccc(NC2=NC3CS(=O)(=O)CC3S2)cc1)NCc1ccccc1Cl (stereo not drawn)	5.1	i	8.4	-20.0	i	i	i	-0.2	i	i	-1.1
Cc1[nH]c2ccccc2c1/C=N/Nc1ccccc1[N+](=O)[O-]	-33.0	i	4.0	-4.4	i	i	i	2.4	i	i	16.2
COc1cccc(OCC(O)CN2CCc3ccccc3C2)c1 (stereo not drawn)	-5.8	i	-2.1	-16.4	i	i	i	-0.2	i	i	0.5
Cc1ccc(S(=O)(=O)NC(=O)Nc2ccc(F)cc2)cc1	-7.1	i	-5.2	-16.9	i	i	i	0.3	i	i	-4.0
COc1ccc(C(CC(=O)N2CCCCC2)C(C)C)cc1 (stereo not drawn)	.	i	-7.3	-7.7	i	i	i	.	i	i	-5.2
O=C(Cc1ccc(NC2=NC3CS(=O)(=O)CC3S2)cc1)NCc1ccccc1 (stereo not drawn)	8.5	i	0.0	-11.9	i	i	i	-0.2	i	i	-0.9
COCCNC(=O)c1ccccc1NC(=O)c1ccccc1N(C)S(C)(=O)=O	13.9	i	-1.8	3.7	i	i	i	0.1	i	i	0.8
CC(=O)Nc1ccc(NC(=O)Cn2ccc([N+](=O)[O-])n2)cc1	0.6	i	-5.6	-37.7	i	i	i	0.1	i	i	1.5
CN1CCN(CC#CC(C)(O)C2CC3C=CC2C3)CC1 (stereo not drawn)	-10.4	i	-6.3	-16.1	i	i	i	-0.1	i	i	-13.4
O=C(O)C1CCC(N2C(=O)C3CCCCC3C2=O)CC1 (stereo not drawn)	11.4	i	-0.2	-22.6	i	i	i	-0.8	i	i	-2.3
O=C(c1ccccc1-c1ccccc1)N1CCCCC1	1.6	-5.21*	4.0	-3.2	i	i	i	0.0	i	i	-2.3
COCCn1c(-c2ccc(-c3ccccc3Cl)o2)nc2c1c(=O)[nH]c(=O)n2CC(C)C	25.8	i	-3.4	-3.6	i	i	i	-0.4	i	i	6.2
CCCCn1c(=O)[nH]c(=O)c2c1nc(-c1ccncc1)n2CCOC	26.7	i	-1.6	-19.4	i	i	i	-16.3	i	i	-1.7
c1ccc(NC2=NCCCCS2)cc1	6.4	i	5.3	0.2	i	i	i	0.2	i	i	0.1
Cc1cccc(C)c1OCCn1nc(C(=O)O)c2ccccc2c1=O	25.2	i	1.5	22.5	i	i	i	-0.3	i	i	-24.1
O=C(c1ccccc1)N1CCN(CCc2ccccn2)CC1	-1.7	i	-5.0	-24.3	i	i	i	0.8	i	i	-0.5
O=C(NCCN1CCCC1)c1ccccc1Cl	-16.3	i	12.1	-9.1	i	i	i	0.6	i	i	2.2
COc1ccc2oc(C(=O)OCC(=O)N(C)C3CCS(=O)(=O)C3)c(C)c2c1 (stereo not drawn)	-3.6	i	.	.	i	i	i	-2.5	i	i	0.8
CCOCCCNC(=O)CN1C(=O)CSc2ccc(S(=O)(=O)N3CCOCC3)cc21	-15.6	i	-2.4	-17.9	i	i	i	0.1	i	i	-1.5
O=C(c1cc(S(=O)(=O)N2CCOCC2)ccc1Cl)N1CCOCC1	8.6	i	-2.8	-12.6	i	i	i	0.2	i	i	-3.1
O=C(CSc1ncn[nH]1)NCc1ccc(Cl)cc1	2.4	i	0.9	1.7	i	i	i	-0.8	i	i	0.3
Cc1nnc(SCC(=O)Nc2ccc3c(c2)OCO3)[nH]c1=O	13.2	i	-0.6	14.9	i	i	i	-0.1	i	i	4.7
C=CCc1c(C)nc(SC)nc1Nc1ccc(C(C)=O)cc1	-75.9	i	-6.3	-31.6	i	i	i	1.4	i	i	4.2
COc1ccc(C(=O)OCC(=O)c2ccccc2)cc1S(=O)(=O)N1CCOCC1	5.3	i	-1.5	-12.0	i	i	i	0.1	i	i	6.7
O=C(Cn1ccc2cc(S(=O)(=O)N3CCCC3)ccc21)NCCc1ccccc1	13.5	i	5.7	-26.4	i	i	i	0.5	i	i	-5.8
CNC(=O)c1c(NC(=O)c2ccc(S(=O)(=O)N3CCCCC3C)cc2)sc2c1CCN(C)C2 (stereo not drawn)	-20.4	i	5.6	-38.9	i	i	i	0.1	i	i	-0.6
COc1ccc(Br)cc1C(=O)Nc1cccc2ncccc12	-43.7	i	2.1	-35.6	i	i	i	1.1	i	i	2.5
CSc1cccc(NC(=O)c2cnn3ccccc23)c1	-99.9	i	-1.5	-154.1	i	i	i	2.1	i	i	-10.1
O=C(c1cnn(-c2ccccc2)c1-n1cccc1)N1CCN(C2CCCCC2)CC1	-2.0	i	0.6	-11.7	i	i	i	-0.5	i	i	-1.7
CCC(C)NC(=O)C1(NC(=O)Nc2ccccc2)CCCCC1 (stereo not drawn)	1.5	i	4.7	-29.1	i	i	i	0.3	i	i	-10.7
Cc1cc(NC(=O)Nc2ccc(Cl)cc2)no1	-109.6	i	2.6	-68.8	i	i	i	1.8	i	i	-1.9
CCCn1nc(NC(=O)c2cccs2)c2cc3cccc(C)c3nc21	-14.1	i	3.3	-30.3	i	i	i	0.6	i	i	11.5
Cc1ccc(NC(=O)c2cc(-c3ccco3)on2)cc1	-25.6	i	-4.1	10.0	i	i	i	1.1	i	i	-2.5
CC1(C)C2CCC1(CS(=O)(=O)NCc1ccc(Cl)cc1Cl)C(=O)C2 (stereo not drawn)	8.3	i	-1.1	-26.6	i	i	i	0.0	i	i	1.4
CCOc1ccc(NC(=S)NC(=O)Cc2ccccc2)cc1	-3.9	i	5.8	-27.1	i	i	i	-0.5	i	i	4.9
COc1cccc2c1OCC(CN1CCN(Cc3ccccc3)C(CCO)C1)=C2 (stereo not drawn)	10.1	i	5.5	-17.9	i	i	i	0.1	i	i	-19.9
Cc1ccc(NC(=O)Cn2nnc(-c3ccccc3-n3cnnn3)n2)c(C)c1	5.7	i	1.1	-17.5	i	i	i	-0.2	i	i	1.0
